From PubChem
CAL PDZ inh = CAL PDZ peptide-binding inhibitors, primary screen, biochemical, fluorescence polarization, Cer-tagged CAL PDZ, HTS; Golgi-associated PDZ and coiled-coil motif-containing protein (Homo sapiens), Q9HD26; purified CAL PDZ, TMR-peptide fluorescence polarization, 1 h; inhibition, % at 20 µM; actives 0.02% (n = 330,000); AID 504414, 2011;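 active means highest replicate inhibition of at least 40%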;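 further: plate controls were DMSO neutral control wells for no effect and unlabeled competitor peptide control wells for full effect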
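material = purified tagged CAL PDZ domain construct (CerCALP) | buffer or medium = sodium phosphate/NaCl buffer pH 7.4 with TCEP, IgG, Thesit | reagent = TMR-labelled reporter peptide T*-PRC34 bound in PDZ groove | incubation = 1 h room-temperature incubation prior to read | measured by = fluorescence polarization (mP) | evaluation = percent inhibition from loss of millipolarization | control set = unlabelled peptide and DMSO controls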
phage Ecoli inh = growth loss of phage-infected E. coli, primary screen, RecBCD inhibitor project, absorbance, with phage, HTS; inhibition, % at 11.9 µM; actives 0.26% (n = 360,000); AID 651602, 2012; in the data active means inhibition above about 11%
Rtt109 Vps75 = inhibitors of C. albicans Rtt109/Vps75 HAT, primary screen, biochemical, ThioGlo CoA-SH fluorescence, plate reader. inhibition, % at 34.9 µM. actives 0.16% (n = 330,000). Histone acetyltransferase RTT109 (Candida albicans (strain SC5314 / ATCC MYA-2876)), …. purified Rtt109/Vps75, 4 h;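 active means inhibition of at least 50% in every replicate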
Target sequence (Q5AAJ8 whole entry, looked up): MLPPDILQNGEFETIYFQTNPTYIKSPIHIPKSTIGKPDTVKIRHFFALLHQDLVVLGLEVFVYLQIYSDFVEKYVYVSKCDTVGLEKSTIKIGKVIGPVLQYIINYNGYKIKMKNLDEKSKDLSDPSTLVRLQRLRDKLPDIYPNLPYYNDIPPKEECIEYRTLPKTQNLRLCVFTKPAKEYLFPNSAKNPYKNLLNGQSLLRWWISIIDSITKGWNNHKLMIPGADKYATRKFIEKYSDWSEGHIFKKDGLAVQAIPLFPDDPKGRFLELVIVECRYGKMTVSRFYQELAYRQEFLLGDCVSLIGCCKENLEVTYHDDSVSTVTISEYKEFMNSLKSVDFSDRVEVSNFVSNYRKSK
PvdQ acylase = P. aeruginosa PvdQ acylase inhibitors, primary screen, biochemical, fluorescence, plate reader and imaging, single point | inhibition, % at 10 µM | actives 0.063% (n = 340,000) | purified PvdQ acylase | PvdQ acylase [Pseudomonas aeruginosa LESB58]; in the data active means inhibition above about 30%, passing the limit was not always enough;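 further: 0% = vehicle neutral wells and 100% = reference inhibitor wells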
Wnt bcat act = Wnt/beta-catenin pathway activators, primary screen, cell-based, plate reader, single point | actives 1.2% (n = 300,000) | Wnt/beta-catenin reporter cell assay, activator | activation, % at 9.35 µM; in the data active means activation above about 30%, passing the limit was not always enough;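 further: 0% = neutral control wells and 100% = positive control wells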
AddAB inh = growth inhibition of E. coli expressing H. pylori AddAB, primary screen, AddAB inhibitor project, absorbance | inhibition, % at 11.9 µM | actives 0.29% (n = 330,000) | AID 435030, 2010; in the data active means inhibition above about 12%;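 further: 0% = vehicle wells of infected cells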
E coli growth = E. coli V3065 growth inhibition, primary screen, counter-screen for AddAB inhibitor project, absorbance, OD600. AID 449728, 2010. actives 0.27% (n = 330,000). inhibition, % at 11.9 µM. 18 h;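 active means inhibition above the campaign's mean inhibition across all tested compounds plus 3 SD, cut at about 9.9% in these data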;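 further: uninfected addAB+ strain grown without phage in ampicillin broth; 0% = DMSO wells and 100% = ciprofloxacin 0.95 µg/ml wells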
Tat export inh = E. coli Tat export inhibitors, primary screen, MC4100, TorA-mCherry reporter, fluorescence, single point | inhibition, % at 10 µM | actives 0.036% (n = 340,000) | AID 488895, 2010;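 active means mean replicate inhibition at least 50% and at least half of replicates individually reaching 50%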;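 further: exported cargo escapes ClpAP degradation while cytoplasmic cargo is degraded and loses fluorescence; 0% = median of neutral control wells and 100% = median of NaSCN control wells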
PfHsp90 set2 = growth inhibition of PfHsp90-expressing yeast, primary screen, antimalarial PfHsp90 inhibitor project, S. cerevisiae, BacTiter-Glo luminescence, single point, set 2 | BacTiter-Glo ATP, 48 h; yeast lacking PDR1 and PDR3 efflux regulators | inhibition, % at 9.4 µM | actives 0.32% (n = 310,000) | AID 504621, 2011;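 active means every replicate shows inhibition above about 80%, whatever the replicate mean, limit read from the data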;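 further: 0% = DMSO neutral controls and 100% = 20 µM radicicol positive controls; yeast relying on Plasmodium falciparum Hsp90 in place of its own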
DAGLB inh = DAGLB lipase inhibitors, primary screen, biochemical, fluorescence, HTS; actives 0.059% (n = 340,000); HEK293T DAGLB membrane lysate, EnzChek fluorogenic substrate; Diacylglycerol lipase-beta (Homo sapiens), Q8NCG7; inhibition, % at 5.17 µM; in the data active means inhibition above about 34%;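 further: 0% = enzyme with vehicle and 100% = wells lacking enzyme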
Target sequence (Q8NCG7 whole entry, looked up): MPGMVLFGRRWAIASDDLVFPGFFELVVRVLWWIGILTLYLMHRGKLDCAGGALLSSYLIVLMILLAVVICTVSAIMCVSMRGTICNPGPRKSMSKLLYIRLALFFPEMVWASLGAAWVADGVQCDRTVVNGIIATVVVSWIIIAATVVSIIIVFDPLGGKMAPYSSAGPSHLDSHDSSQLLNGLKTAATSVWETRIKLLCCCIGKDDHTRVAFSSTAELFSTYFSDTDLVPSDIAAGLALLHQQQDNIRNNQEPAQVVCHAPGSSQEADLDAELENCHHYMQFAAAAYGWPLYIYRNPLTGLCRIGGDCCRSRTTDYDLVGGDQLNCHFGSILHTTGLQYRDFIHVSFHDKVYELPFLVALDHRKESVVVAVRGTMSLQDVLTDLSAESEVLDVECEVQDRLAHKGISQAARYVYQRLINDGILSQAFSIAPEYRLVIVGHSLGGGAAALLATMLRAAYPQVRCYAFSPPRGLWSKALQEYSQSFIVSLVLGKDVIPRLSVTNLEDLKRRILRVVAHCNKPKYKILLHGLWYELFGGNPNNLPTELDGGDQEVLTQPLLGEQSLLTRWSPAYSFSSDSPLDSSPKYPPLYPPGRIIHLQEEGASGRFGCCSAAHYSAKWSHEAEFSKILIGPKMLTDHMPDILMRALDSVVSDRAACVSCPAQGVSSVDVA
* = called active by the depositor.

What do the screens show for `CC1CCCC(N2CCN(S(=O)(=O)c3ccccc3)CC2)C1` (configuration not stated)?
CAL PDZ inh: 0.4; phage Ecoli inh: 1.2; Rtt109 Vps75: 7; PvdQ acylase: -12; Wnt bcat act: 1; AddAB inh: 0.6; E coli growth: 2.6; Tat export inh: 7; PfHsp90 set2: 46; DAGLB inh: -1

Results for CC(Sc1nnc(Nc2ccccc2F)s1)C(=O)NC1CC1 (configuration not stated) ?
CAL PDZ inh: -1.1; phage Ecoli inh: 3.5; Rtt109 Vps75: -3; PvdQ acylase: -7; Wnt bcat act: 6; AddAB inh: -0.8; E coli growth: 0.5; Tat export inh: -5; PfHsp90 set2: -20; DAGLB inh: 0

How did CCCCCCCNC1=CC(=O)CC(c2ccco2)C1 (configuration not stated) do in these assays?
CAL PDZ inh: -1.6; phage Ecoli inh: 2.7; Rtt109 Vps75: 3; PvdQ acylase: -12; Wnt bcat act: -9; AddAB inh: 6.8; E coli growth: -1.3; Tat export inh: -2; PfHsp90 set2: -98; DAGLB inh: 2

How did O=C(Nc1nccs1)C1CCCCN1S(=O)(=O)c1ccccc1 (configuration not stated) do in these assays?
CAL PDZ inh: 0.4; phage Ecoli inh: 1.1; Rtt109 Vps75: 7; PvdQ acylase: 5; Wnt bcat act: 5; AddAB inh: 1.8; E coli growth: 0.5; Tat export inh: -4; PfHsp90 set2: 22; DAGLB inh: -2

Results for COc1ccc(CNC(=O)COC(=O)c2sccc2C)cc1OC ?
CAL PDZ inh: 0.6; phage Ecoli inh: 1.5; Rtt109 Vps75: 2; PvdQ acylase: -19; Wnt bcat act: 2; AddAB inh: 1.9; E coli growth: 0.0; Tat export inh: 11; PfHsp90 set2: -7; DAGLB inh: -4

What do the screens show for `CCN1CCc2nc(NC(=O)c3ccc4c(c3)OCCO4)sc2C1`?
CAL PDZ inh: -0.8; phage Ecoli inh: 1.8; Rtt109 Vps75: 5; PvdQ acylase: -6; Wnt bcat act: 22; AddAB inh: -2.3; E coli growth: -3.4; Tat export inh: 0; PfHsp90 set2: 5; DAGLB inh: -2

Results for CC(C)(C)CC(=O)NC(=S)Nc1ccccc1[N+](=O)[O-] ?
CAL PDZ inh: 0.1; phage Ecoli inh: 3.0; PvdQ acylase: -14; Wnt bcat act: 1; AddAB inh: 5.5; E coli growth: 1.7; Tat export inh: -17; PfHsp90 set2: -2; DAGLB inh: -2

What do the screens show for `Nc1ccn(Cc2ccccc2F)n1`?
CAL PDZ inh: -2.7; phage Ecoli inh: 1.7; Rtt109 Vps75: -4; PvdQ acylase: -8; Wnt bcat act: -1; AddAB inh: 0.3; E coli growth: 2.5; Tat export inh: -3; DAGLB inh: 2

Results for NC(=O)c1ccsc1NC(=O)COC(=O)/C=C/c1ccccc1[N+](=O)[O-] ?
CAL PDZ inh: 13; phage Ecoli inh: 3.5; Rtt109 Vps75: -4; PvdQ acylase: -14; Wnt bcat act: -6; AddAB inh: -0.4; E coli growth: -0.4; Tat export inh: -2; PfHsp90 set2: 18; DAGLB inh: -3

What do the screens show for `CSCCC(=O)N1C(C)CCCC1C(=O)O` (configuration not stated)?
CAL PDZ inh: -1.6; phage Ecoli inh: 2.6; Rtt109 Vps75: -1; PvdQ acylase: -17; AddAB inh: 1.0; E coli growth: 1.4; Tat export inh: -10; PfHsp90 set2: 10; DAGLB inh: -5

How did COc1cc(C(=O)Nc2nc(-c3ccc(F)cc3)cs2)ccc1OCC(=O)N1CCOCC1 do in these assays?
CAL PDZ inh: -6.4; phage Ecoli inh: 2.8; PvdQ acylase: -6; Wnt bcat act: 11; AddAB inh: -0.1; E coli growth: 0.1; Tat export inh: 6; PfHsp90 set2: 2; DAGLB inh: -5

Results for O=C(COC(=O)c1ccccc1C(=O)c1ccc(Cl)c([N+](=O)[O-])c1)NC1CC1 ?
CAL PDZ inh: -1.1; phage Ecoli inh: 2.8; Rtt109 Vps75: 0; PvdQ acylase: -14; Wnt bcat act: -22; AddAB inh: -1.7; E coli growth: -0.1; Tat export inh: 0; PfHsp90 set2: -2; DAGLB inh: 0

Results for O=C(NCc1ccccn1)C1(C(F)(F)F)C/C(=C\CCO)CCCO1 (configuration not stated) ?
CAL PDZ inh: -0.2; phage Ecoli inh: 1.2; Rtt109 Vps75: -6; PvdQ acylase: -4; Wnt bcat act: 1; AddAB inh: -1.0; E coli growth: 0.4; Tat export inh: 4; PfHsp90 set2: -4; DAGLB inh: 0

What do the screens show for `CCOC(=O)c1c(C)[nH]c(C)c1C(=O)COC(=O)c1ccc(O)cc1`?
CAL PDZ inh: -1.3; phage Ecoli inh: -1.2; Rtt109 Vps75: 16; PvdQ acylase: -14; Wnt bcat act: 1; AddAB inh: -0.2; E coli growth: -1.0; Tat export inh: -2; PfHsp90 set2: 0; DAGLB inh: -3

Results for CC(C)CNS(=O)(=O)c1ccc(CCC(=O)NCCc2ccccc2)cc1 ?
CAL PDZ inh: -0.6; phage Ecoli inh: -2.4; Rtt109 Vps75: 1; PvdQ acylase: -14; Wnt bcat act: -1; AddAB inh: 1.3; E coli growth: -0.3; Tat export inh: 1; PfHsp90 set2: 12; DAGLB inh: 2

Results for COc1ccccc1CNc1nc2nc(C)c(Cl)c(=O)n2[nH]1 ?
CAL PDZ inh: -1.7; phage Ecoli inh: 2.0; Rtt109 Vps75: 7; PvdQ acylase: -5; AddAB inh: 1.1; E coli growth: 1.5; Tat export inh: 4; PfHsp90 set2: 5; DAGLB inh: 2

Results for COc1ccccc1C1Nc2cccc3cccc(c23)N1 ?
CAL PDZ inh: -1.4; phage Ecoli inh: 2.5; Rtt109 Vps75: 5; PvdQ acylase: -7; Wnt bcat act: -6; AddAB inh: -0.7; E coli growth: -1.4; Tat export inh: -6; PfHsp90 set2: 10; DAGLB inh: 11

Results for N#C/C(=C\c1c(N2CCCCCC2)nc2ccccn2c1=O)C(N)=O ?
CAL PDZ inh: -1.6; phage Ecoli inh: 1.4; Rtt109 Vps75: 6; PvdQ acylase: -4; Wnt bcat act: -2; AddAB inh: 0.1; E coli growth: 0.0; Tat export inh: 2; PfHsp90 set2: -30; DAGLB inh: -1

What do the screens show for `CC(C)c1onc(C(=O)N2CCCCCC2)c1[N+](=O)[O-]`?
CAL PDZ inh: -2.4; phage Ecoli inh: 1.5; Rtt109 Vps75: -3; PvdQ acylase: -13; Wnt bcat act: 0; AddAB inh: 4.4; E coli growth: 1.3; Tat export inh: -10; PfHsp90 set2: -9; DAGLB inh: -1

How did O=C(NNS(=O)(=O)Cc1ccccc1)c1ccc([N+](=O)[O-])cc1 do in these assays?
CAL PDZ inh: -2.8; phage Ecoli inh: 5.0; Rtt109 Vps75: 33; PvdQ acylase: 22; Wnt bcat act: 6; AddAB inh: 0.3; E coli growth: 0.8; Tat export inh: -7; PfHsp90 set2: 5; DAGLB inh: 3

Results for COc1ccc(-c2csc(Cc3nnc4n3CCCCC4)n2)cc1 ?
CAL PDZ inh: 0.2; phage Ecoli inh: 1.0; Rtt109 Vps75: -7; PvdQ acylase: -9; AddAB inh: -0.2; E coli growth: 4.7; Tat export inh: 4; PfHsp90 set2: -6; DAGLB inh: -3

Results for CCc1nnc(NC(=O)Cc2cccs2)s1 ?
CAL PDZ inh: -0.8; phage Ecoli inh: 0.3; Rtt109 Vps75: -13; PvdQ acylase: -11; Wnt bcat act: -5; AddAB inh: 0.4; E coli growth: -0.8; Tat export inh: 2; DAGLB inh: 3

How did CN(CC(=O)Nc1ccccc1C(F)(F)F)C(=O)Cc1ccccc1F do in these assays?
CAL PDZ inh: -1.6; phage Ecoli inh: 0.4; Rtt109 Vps75: 5; PvdQ acylase: -12; Wnt bcat act: 1; AddAB inh: 4.5; E coli growth: 0.6; Tat export inh: 10; PfHsp90 set2: 11; DAGLB inh: 0

How did CCCCOc1ccc(N2C(=O)C(C)CNC2=S)cc1 (configuration not stated) do in these assays?
CAL PDZ inh: 0.8; phage Ecoli inh: 3.9; Rtt109 Vps75: -5; PvdQ acylase: 2; Wnt bcat act: -3; Tat export inh: -5; PfHsp90 set2: -25; DAGLB inh: -7

How did COc1ccccc1N=Nc1c(C)[nH]n(-c2ccccc2)c1=O do in these assays?
CAL PDZ inh: -0.3; phage Ecoli inh: 0.4; Rtt109 Vps75: 2; PvdQ acylase: 4; Wnt bcat act: -1; AddAB inh: 0.3; E coli growth: -0.2; Tat export inh: 11; PfHsp90 set2: -5; DAGLB inh: -1

Results for C(=N\Nc1cc(N2CCCCC2)ncn1)/c1ccco1 ?
CAL PDZ inh: -0.6; phage Ecoli inh: -1.0; Rtt109 Vps75: -8; PvdQ acylase: -13; Wnt bcat act: 20; AddAB inh: 2.1; E coli growth: 0.5; Tat export inh: 1; PfHsp90 set2: -15; DAGLB inh: -2

How did Cc1ccc(NC(=O)C2(C)Cc3ccccc3C(=O)O2)cc1 (configuration not stated) do in these assays?
CAL PDZ inh: -2.7; phage Ecoli inh: 3.4; PvdQ acylase: 4; Wnt bcat act: -6; AddAB inh: -0.5; E coli growth: 1.6; Tat export inh: -5; PfHsp90 set2: -1; DAGLB inh: -5

Some of these compounds in order of number of heavy atoms, rising:
How did CCCCOc1ccc(N2C(=O)C(C)CNC2=S)cc1 (configuration not stated) do in these assays?
CAL PDZ inh: 0.8; phage Ecoli inh: 3.9; Rtt109 Vps75: -5; PvdQ acylase: 2; Wnt bcat act: -3; Tat export inh: -5; PfHsp90 set2: -25; DAGLB inh: -7

Results for CC(Sc1nnc(Nc2ccccc2F)s1)C(=O)NC1CC1 (configuration not stated) ?
CAL PDZ inh: -1.1; phage Ecoli inh: 3.5; Rtt109 Vps75: -3; PvdQ acylase: -7; Wnt bcat act: 6; AddAB inh: -0.8; E coli growth: 0.5; Tat export inh: -5; PfHsp90 set2: -20; DAGLB inh: 0

How did COc1ccccc1N=Nc1c(C)[nH]n(-c2ccccc2)c1=O do in these assays?
CAL PDZ inh: -0.3; phage Ecoli inh: 0.4; Rtt109 Vps75: 2; PvdQ acylase: 4; Wnt bcat act: -1; AddAB inh: 0.3; E coli growth: -0.2; Tat export inh: 11; PfHsp90 set2: -5; DAGLB inh: -1

Results for CC(C)CNS(=O)(=O)c1ccc(CCC(=O)NCCc2ccccc2)cc1 ?
CAL PDZ inh: -0.6; phage Ecoli inh: -2.4; Rtt109 Vps75: 1; PvdQ acylase: -14; Wnt bcat act: -1; AddAB inh: 1.3; E coli growth: -0.3; Tat export inh: 1; PfHsp90 set2: 12; DAGLB inh: 2
